Screens: PubChem, National Center for Advancing Translational Sciences (NCATS)
aGlu spleen mod = inhibits or activates alpha-glucosidase in human spleen homogenate; P10253; human spleen homogenate, 4-MU-alpha-glucoside fluorescence; Potency, µM (doses to about 79.9 µM), without a hit: at the highest dose activity change, negative = inhibition, usual class: inhibitors; hit rate 0.006% among 240,000; AID 2112;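 also: 0% = enzyme with vehicle and -100% = no enzyme basal signal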
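AC50 values come from Hill-equation fits of concentration-response data, normalized to no-enzyme and full-activity controls. Enzyme source: 1 ug human spleen homogenate; 1 mM fluorogenic 4-MU glucoside, pH 5.0 citrate buffer, 37 C, 40 min.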
TR SRC2 fluor cs = alters Texas Red total fluorescence, flagging assay interference; Potency, µM (highest dose often 106 µM), for inactives: at the top dose fluorescence change, negative = quenching; AID 1479; TRb/SRC2 Texas Red total fluorescence interference; hit rate 0.29% among 280,000; active = well fitted curve in either direction with a large enough effect; inconclusive = small, poorly fitted or top-dose-only effect
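Flags fluorescent or light-absorbing compounds by total fluorescence, S + 2P, at 555 nm excitation and 632 nm emission. Mixture: 20 nM Texas Red SRC2 peptide, 0.6 uM human TRb LBD, 1 uM T3, 5% DMSO; compound exposure 5 h at ambient temperature.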
RECQ1 inh = RECQ1 (human) helicase inhibition; P46063; RECQ1 DNA unwinding, red fluorescence kinetic read; Potency, µM (series often up to 57.3 µM), for the others: top-dose activity, negative = inhibition, actives largely listed as inhibitors; hit rate 0.54% among 240,000;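 also: plate controls were vehicle for no effect and no enzyme for full effect; nearly all actives have a fitted effect of over 30% in size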
Target sequence (P46063 whole entry, looked up): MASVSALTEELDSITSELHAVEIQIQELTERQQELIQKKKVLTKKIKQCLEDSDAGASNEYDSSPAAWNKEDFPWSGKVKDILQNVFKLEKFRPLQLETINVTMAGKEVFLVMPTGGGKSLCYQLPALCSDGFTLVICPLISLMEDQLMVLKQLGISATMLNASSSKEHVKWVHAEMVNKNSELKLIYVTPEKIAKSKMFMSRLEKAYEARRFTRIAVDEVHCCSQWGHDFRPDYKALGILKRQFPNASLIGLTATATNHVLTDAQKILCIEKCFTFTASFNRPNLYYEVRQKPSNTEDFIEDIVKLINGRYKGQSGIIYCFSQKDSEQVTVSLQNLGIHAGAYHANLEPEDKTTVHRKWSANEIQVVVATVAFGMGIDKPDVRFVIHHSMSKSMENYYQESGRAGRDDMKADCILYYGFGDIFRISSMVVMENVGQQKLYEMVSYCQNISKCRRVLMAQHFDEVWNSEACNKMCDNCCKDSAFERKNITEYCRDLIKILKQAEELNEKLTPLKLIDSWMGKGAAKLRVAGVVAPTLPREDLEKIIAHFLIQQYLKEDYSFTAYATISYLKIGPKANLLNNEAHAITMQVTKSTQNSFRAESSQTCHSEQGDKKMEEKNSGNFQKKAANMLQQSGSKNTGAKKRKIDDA
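50 nM RECQ1T1 preincubated 15 min with compound in Tris pH 8.0 buffer with MgCl2, DTT, Tween-20 and 2.5 ug/ml poly(dI-dC); started with 200 nM TAMRA/BHQ-2 forked duplex and 2 mM ATP. Unwinding read as fluorescence (525/598 nm), two reads 2 h apart.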
RGS12 GoLoco inh = inhibitors of human Gai1-RGS12 GoLoco interaction (red fluorophore). hit rate 0.44% among 230,000. Gai1:RGS12 GoLoco peptide FP, rhodamine, 10 min. P63096. Potency, µM (highest dose often 61.6 µM), without a hit: top-dose activity, negative = inhibition, usual class: inhibitors; active = well fitted inhibition curve with a large enough effect, not every such curve was filed as active; inactive = no such curve, though single readings can be large or run the other way; also: nearly all actives have a fitted effect of over 30% in size; many of its hits are not listed in these tables
Target sequence (P63096 whole entry, looked up): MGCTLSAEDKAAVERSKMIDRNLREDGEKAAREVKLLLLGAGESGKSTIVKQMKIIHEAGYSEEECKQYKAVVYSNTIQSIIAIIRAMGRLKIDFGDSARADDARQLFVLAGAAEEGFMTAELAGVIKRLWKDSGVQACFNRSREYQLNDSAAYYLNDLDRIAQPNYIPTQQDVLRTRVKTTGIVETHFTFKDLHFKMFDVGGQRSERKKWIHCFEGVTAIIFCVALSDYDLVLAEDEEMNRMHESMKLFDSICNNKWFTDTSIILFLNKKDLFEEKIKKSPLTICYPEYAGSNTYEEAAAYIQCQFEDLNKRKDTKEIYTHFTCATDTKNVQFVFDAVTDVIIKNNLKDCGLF
TRb-SRC2 inh = TRbeta-SRC2 interaction inhibition. AID 1469. TRbeta-SRC2 peptide binding, fluorescence polarization; receptor liganded with 1 µM T3. hit rate 0.065% among 280,000. Potency, µM (series often up to 106 µM), for inactives: top-dose activity change, negative = inhibition, actives largely listed as inhibitors. P10828;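 also: plate controls were bound peptide for no effect and peptide without receptor for full effect; nearly all actives have a fitted effect of over 50% in size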
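Fluorescence polarization of 20 nM Texas Red SRC2 peptide (20-aa NR interaction domain) bound to 0.6 uM human TRb ligand-binding domain, with 1 uM T3, after 5 hr at ambient temperature; inhibition seen as decreased polarization.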
GAA glycogen mod = inhibitors or activators of human alpha-glucosidase glycogen cleavage; P10253; recombinant GAA, glycogen substrate, Amplex Red glucose oxidase fluorescence; Potency, µM (top dose mostly 76.4 µM), without a hit: at the top dose activity change, negative = inhibition, hits mostly inhibitors; hit rate 0.38% among 300,000; AID 2100;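 also: 0% = full enzyme reaction and -100% = no-enzyme basal signal; the screen sought inhibitors and activators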
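Recombinant human enzyme (4 nM); glycogen substrate; 37 C, 40 min, pH 5.0. Readout: coupled glucose oxidase/Amplex Red fluorescence.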
L3MBTL1 inh = inhibitors of human L3MBTL1. Q9Y468. hit rate 0.66% among 230,000. AlphaScreen L3MBTL1–H3K9me1 peptide binding. Potency, µM (top dose mostly 57.1 µM), without a hit: at the highest dose activity, negative = inhibition, most hits filed as inhibitors; also: nearly all actives have a fitted effect of over 60% in size
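AlphaScreen assay: L3MBTL1 (50 nM final) was preincubated 30 min at room temperature with biotinylated H3(1-15)K9me1 peptide (75 nM final), then 30 min with library compounds; streptavidin donor and nickel chelate acceptor beads (10 ug/mL final) added, 30 min dark.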
GAA inh = blocks human lysosomal alpha-glucosidase | P10253 | purified human GAA, 4-MU-alpha-glucoside fluorescence | Potency, µM (series often up to 76.9 µM), for the others: at the top dose activity change, negative = inhibition, most hits filed as inhibitors | hit rate 0.005% among 200,000 | AID 1466;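 also: plate controls were uninhibited enzyme wells for no effect and no-enzyme background for full effect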
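Compounds are titrated up to 77 uM against 4 nM human enzyme. Substrate 4-methylumbelliferyl-alpha-D-pyranoside (400 uM) reacts 20 min at room temperature in pH 5.0 buffer; liberated 4-methylumbelliferone is read at 440 nm.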
Starred values were filed as active, the others as inactive; i = inactive; u = inconclusive; x = no result given; [ ] = another dose, or the depositor's remark. Unless noted, calls follow the shape of the dose curve; as a rule, active = well fitted curve in the direction sought with a large enough effect; inconclusive = small, poorly fitted or top-dose-only effect, or another doubt; inactive = no such curve, though single readings can be large; an effect the other way counts as inactive or inconclusive. Unless noted, % is scaled to controls: 0 for no effect and ±100 for the full control effect; potency is read from the fitted curve at half-maximal effect. Only part of the results is shown, so the mix of outcomes need not match the whole.

A first look:
SMILES	aGlu spleen mod	TR SRC2 fluor cs	RECQ1 inh	RGS12 GoLoco inh	TRb-SRC2 inh	GAA glycogen mod	L3MBTL1 inh	GAA inh
Cc1nnc(SCC(=O)N2CCC(Cc3ccccc3)CC2)n(N)c1=O	0%	4%	-22%	-1%	u	9%	3%	7%
CCc1nc(Cl)c(C#N)c2c1CSC(C)(C)C2	-15%	1%	-12%	4%	-13%	18%	2%	-7%
CCN(CC)C(=O)CSc1nc2sc(C)c(C)c2c(=O)[nH]1	-5%	-2%	i	4%	1%	-3%	x	-2%
S=C(NCCCNC(=S)Nc1ccccc1)Nc1ccccc1	2%	-2%	i	17%	-1%	-15%	-8%	0%
Cc1cccc(Cl)c1OCCCCn1ccnc1	-3%	-6%	-1%	5%	-2%	1%	x	3%
CC1(C)Oc2ccc3ccc(=O)oc3c2/C(=C/NCCN/C=C2\C(=O)C(C)(C)Oc3ccc4ccc(=O)oc4c32)C1=O	-3%	1%	i	0%	-6%	-9%	x	-14%
COc1ccc(CC(C)N2CCN(c3cccc(C(F)(F)F)c3)CC2)cc1OC (stereo not drawn)	7%	-3%	i	11%	-1%	-9%	x	3%
O=c1c(-c2ccccc2)coc2cc(O)ccc12	2%	-1%	-13%	9%	10%	-2%	14%	12%
Cc1cc(C)cc(OCC(=O)Nc2ccc3c4c(cccc24)CC3)c1	-11%	-3%	-10%	2%	4%	4%	5%	5%
Clc1cccc(Cl)c1Cn1ccc(C2CC2)n1	-3%	-2%	-8%	-5%	-9%	5%	41%[activator]	-4%
COc1ccc(Cn2c(O)c(C=Nc3ccc(O)cc3)c3ccccc3c2=O)cc1	4%	-3%[53 µM]	-4%	7%	-2%[53 µM]	-3%	-6%	-4%
Cc1csc(SCC(=O)Nc2ccccc2[N+](=O)[O-])n1	-4%	-1%	-16%	-3%	-1%	-4%	x	1%

Main list, from the start:
SMILES	aGlu spleen mod	TR SRC2 fluor cs	RECQ1 inh	RGS12 GoLoco inh	TRb-SRC2 inh	GAA glycogen mod	L3MBTL1 inh	GAA inh
Cc1nnc(SCC(=O)N2CCC(Cc3ccccc3)CC2)n(N)c1=O	0%	4%	-22%	-1%	u	9%	3%	7%
CCc1nc(Cl)c(C#N)c2c1CSC(C)(C)C2	-15%	1%	-12%	4%	-13%	18%	2%	-7%
CCN(CC)C(=O)CSc1nc2sc(C)c(C)c2c(=O)[nH]1	-5%	-2%	i	4%	1%	-3%	x	-2%
S=C(NCCCNC(=S)Nc1ccccc1)Nc1ccccc1	2%	-2%	i	17%	-1%	-15%	-8%	0%
Cc1cccc(Cl)c1OCCCCn1ccnc1	-3%	-6%	-1%	5%	-2%	1%	x	3%
CC1(C)Oc2ccc3ccc(=O)oc3c2/C(=C/NCCN/C=C2\C(=O)C(C)(C)Oc3ccc4ccc(=O)oc4c32)C1=O	-3%	1%	i	0%	-6%	-9%	x	-14%
COc1ccc(CC(C)N2CCN(c3cccc(C(F)(F)F)c3)CC2)cc1OC (stereo not drawn)	7%	-3%	i	11%	-1%	-9%	x	3%
O=c1c(-c2ccccc2)coc2cc(O)ccc12	2%	-1%	-13%	9%	10%	-2%	14%	12%
Cc1cc(C)cc(OCC(=O)Nc2ccc3c4c(cccc24)CC3)c1	-11%	-3%	-10%	2%	4%	4%	5%	5%
Clc1cccc(Cl)c1Cn1ccc(C2CC2)n1	-3%	-2%	-8%	-5%	-9%	5%	41%[activator]	-4%
COc1ccc(Cn2c(O)c(C=Nc3ccc(O)cc3)c3ccccc3c2=O)cc1	4%	-3%[53 µM]	-4%	7%	-2%[53 µM]	-3%	-6%	-4%
Cc1csc(SCC(=O)Nc2ccccc2[N+](=O)[O-])n1	-4%	-1%	-16%	-3%	-1%	-4%	x	1%
CC(=O)Nc1ccc2c(c1)ncn2-c1ccc(C)cc1	-4%	0%	i	-2%	-1%	9%	8%	8%
CCCCNC(=O)COC(=O)c1ccc(Cl)c(S(N)(=O)=O)c1	3%	2%	i	-7%	-17%	0%	x	1%
Nc1nn(-c2cccc(F)n2)cc1-c1ccccc1	-4%	0%	-1%	-3%	-2%	-1%	x	-9%
CCc1n[nH]c(=S)n1/N=C/c1c(C)nn(-c2ccccc2)c1Cl	14%	-1%	-5%	-6%	-3%	-1%	x	-5%
O=C(COC(=O)c1cn(-c2ccccc2)nc1-c1ccccc1)Nc1ncc(Cl)cc1Cl	-5%	-3%	-11%	42%[activator]	-7%	1%	x	x
O=C(/C=C/c1ccc(Br)o1)NC(c1ccccc1)c1ccccc1	2%	-4%	-10%	-9%	-1%	-17%	-10%	0%
CC(C)(C=O)C1=CC(=O)c2ccccc2C1=O	-7%	u	-11%	-13%	-9%	u	-11%	1%
CCC1Oc2nc(SC)nnc2-c2ccccc2N1C(=O)c1ccccc1 (stereo not drawn)	-8%	1%	9%	7%	-7%	3%	x	3%
COc1ccc(Cn2cnc3c(NS(C)(=O)=O)c(C)c(C)cc32)cc1	-11%	1%	0%	6%	-3%	-4%	-4%	u
COc1ccc(CCNC(=S)NCc2ccc(Cl)c(Cl)c2)cc1OC	5%	-5%	i	-6%	-1%	-24%	-3%	-2%
CCC(Oc1ccccc1)C(=O)Nc1ccsc1C(=O)OC (stereo not drawn)	-7%	0%[53 µM]	0%	-11%	4%[53 µM]	-12%	56%[activator]	-2%
O=C(c1ccco1)N1CCN(C(=O)C2CCCc3c2[nH]c2ccc(Cl)cc32)CC1 (stereo not drawn)	-3%	-1%	-2%	4%	11%	-1%	x	-3%
COc1ccc(Oc2ncnc3sccc23)cc1	-15%	1%	-2%	-1%	-8%	1%	3%	-13%
Cc1oc2ccc(OCc3ccc(Cl)cc3)cc2c1C(=O)O	8%	-2%	3%	4%	4%	1%	0%	x
O=C(COC(=O)c1ccc(Cl)c(Cl)c1)Nc1cccnc1Cl	-2%	1%	i	-8%	-3%	-14%	10%	-2%
Cc1nc2cc(C(=O)OCC(=O)NC(C)C(C)C)ccc2n1-c1ccccc1 (stereo not drawn)	-1%	2%	-1%	66%[activator]	9%	-2%	-8%	6%
CN(C)c1ccc(/C=C(\C#N)c2ccccc2)cc1	3%	-2%	-8%	-3%	-9%	-8%	u	-11%
CC#CCCCC(=O)Nc1cccc(C(=O)O)c1	-2%	-7%	-13%	-15%	-5%	2%	-47%	0%
Cc1ccc(Nc2nc(N)nc(CSC(=S)N3CCOCC3)n2)cc1	-2%	-3%	i	10%	5%	-3%	u	3%
COC(=O)C1(C(=O)OC)NOC2C(=O)N(c3ccccc3)C(=O)C21 (stereo not drawn)	-6%	-1%	0%	-3%	-9%	-5%	-3%	1%
COc1ccccc1CC(NC(C)=O)C(=O)N1CCN(C(=O)Nc2ccccc2Cl)CC1 (stereo not drawn)	1%	-2%	5%	18%	-1%	3%	8%	2%
O=C(c1cn(-c2ccccc2)nc1-c1ccc(Cl)cc1)N1CCOCC1	2%	3%	-19%	4%	2%	0%	-3%	u
O=S(=O)(c1ccccc1)N1CCN(C(=S)NCc2ccccc2)CC1	-8%	-4%	1%	1%	-5%	-28%	0%	-31%
O=C(C1CN(S(=O)(=O)c2ccccc2)CCN1S(=O)(=O)c1ccccc1)N1CCCCCC1 (stereo not drawn)	-5%	-1%	i	-6%	-15%	0%	x	-12%
C=CC[C@H]1CC(Cc2ccccc2)=C[C@H](CC=C)N1	-5%	2%	-14%	-2%	-2%	-5%	14%	u
CC(=O)Nc1cccc(/C(C)=N\NC(=O)c2ccc(Cn3nc([N+](=O)[O-])c(Cl)c3C)o2)c1	-17%	-2%	-7%	8%	-2%	-7%	5%	-9%
COc1ccc(NC(=O)c2ccc(-n3nc(C)c[n+]3[O-])cc2)cc1	1%	-2%	4%	-1%	2%	3%	x	-4%
COc1ccccc1C(=O)n1nc(-c2ccccc2)nc1N	-6%	-2%	-1%	5%	-17%	7%	-3%	1%
OC(COCc1cccs1)CN1CCN(c2ccccc2Cl)CC1 (stereo not drawn)	-8%	0%	-6%	-10%	-10%	19%	3%	1%
CC1(C)C2([N+](=O)[O-])CN3CC1([N+](=O)[O-])CN(C2)C3c1ccc(O)c(O)c1 (stereo not drawn)	0%	0%	-2%	-6%	-2%	u	x	x
CCOC(=O)c1cc(CC)sc1NC(=O)CCC(=O)O	-2%	-1%	14%	7%	11%	-5%	1%	0%
O=S(=O)(Nc1ccc2c(c1)OCO2)c1ccccc1	-2%	1%	i	3%	-18%	1%	x	-7%
CC(=O)Oc1ccc(NC(=O)CCC2CCCCC2)c(C(=O)O)c1	5%	-2%	0%	3%	-17%	2%	-12%	3%
COc1ccc(Cc2nc(-c3ccccn3)no2)cc1	4%	-2%	-1%	-12%	3%	-2%	5%	-6%
CCOC(=O)c1ccc(NC(=O)c2nn(C)cc2Br)cc1	0%	-3%	-11%	2%	1%	-4%	9%	-9%
Cc1ccc(NC(=O)Cn2c(O)c(N=NC(N)=O)c3ccccc32)cc1	-13%	-1%	0%	-9%	0%	1%	x	x
